Screens as filed in PubChem BioAssay.
D2 potentiator: HTS Assay for Positive Allosteric Modulators of the Human D2 Dopamine Receptor: Primary Screen for Potentiators. D(2) dopamine receptor (Homo sapiens), P14416. AID 485347, 2010. HEK293 T-REx D2, calcium flux, EC20 dopamine potentiation. 340,000 compounds, 0.34% hits. potentiation, % at 10 µM;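 active means potentiation over 3 SD above the plate norm, cut at about 30% in these data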; further: 0% is about no effect
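Potentiation of an EC20 dopamine calcium response measured kinetically over 180 s, after a preceding 180 s compound-only read flagging agonists. Cells: inducible Hek293 Trex D2 line, 4000/well, cultured overnight at 30 C before dye loading.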
RXFP1 antag: qHTS Assay for Antagonists of the Relaxin Receptor RXFP1; HEK293-RXFP1, relaxin-stimulated cAMP HTRF, 30 min; active compounds read low; activity change, negative = inhibition, % at 57.5 µM; 350,000 compounds, 0.59% hits; Relaxin receptor 1 (Homo sapiens), Q9HBX9;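 active means activity change of -60% or lower, but not beyond a set lower limit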; further: on the % scale 0 is the no-effect control and ±100 the full control effect
D1 ag: Allosteric Agonists of the Human D1 Dopamine Receptor: qHTS; AID 504660, 2011; activation, % at 2 µM; D(1A) dopamine receptor (Homo sapiens), P21728; 360,000 compounds, 1% hits; HEK293 T-REx D1 cells, calcium flux, agonist mode; further: 0% is about no effect
Target sequence (P21728 whole entry, looked up): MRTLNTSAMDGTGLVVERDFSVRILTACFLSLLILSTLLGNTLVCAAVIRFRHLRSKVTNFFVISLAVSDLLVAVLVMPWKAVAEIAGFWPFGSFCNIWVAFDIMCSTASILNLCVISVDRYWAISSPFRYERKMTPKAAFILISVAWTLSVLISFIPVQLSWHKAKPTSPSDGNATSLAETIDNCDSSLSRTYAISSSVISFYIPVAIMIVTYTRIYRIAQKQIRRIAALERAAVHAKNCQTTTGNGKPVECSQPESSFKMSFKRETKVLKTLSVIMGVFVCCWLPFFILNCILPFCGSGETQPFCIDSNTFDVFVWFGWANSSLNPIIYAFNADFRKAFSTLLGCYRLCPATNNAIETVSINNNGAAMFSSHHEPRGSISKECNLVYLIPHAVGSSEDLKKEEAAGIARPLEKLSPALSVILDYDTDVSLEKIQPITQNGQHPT
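Inducible HEK293 T-REx D1 cells, force-coupled to calcium signalling, were plated at 4000 cells/well with tetracycline and held overnight at 30 C. After no-wash calcium dye loading, compound-evoked calcium rise over 180 s flagged agonists.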
D2 antagonist: HTS Assay for Allosteric Antagonists of the Human D2 Dopamine Receptor: Primary Screen for Antagonists; 340,000 compounds, 2% hits; inhibition, % at 10 µM; D(2) dopamine receptor (Homo sapiens), P14416; AID 485344, 2010; HEK293 TREx D2 cells, calcium flux, dopamine EC80; in the data active means inhibition above about 30%; further: 0% is about no effect
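Inhibition of EC80 dopamine-driven calcium flux, recorded kinetically, defines activity here; cells are a tetracycline-induced HEK293 T-REx line expressing force-coupled D2.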
TRHR PAM: qHTS for Small Molecule Agonists and Allosteric Enhancers of Human TRH Receptor: Primary Screen for Enhancers | enhancement, % at 2 µM | 360,000 compounds, 0.66% hits | Thyrotropin-releasing hormone receptor (Homo sapiens), P34981 | TRHR cells, fluo-8 calcium fluorescence, EC20 TRH enhancement; in the data active means enhancement above about 30%; further: 0% is about no effect
Target sequence (P34981 whole entry, looked up): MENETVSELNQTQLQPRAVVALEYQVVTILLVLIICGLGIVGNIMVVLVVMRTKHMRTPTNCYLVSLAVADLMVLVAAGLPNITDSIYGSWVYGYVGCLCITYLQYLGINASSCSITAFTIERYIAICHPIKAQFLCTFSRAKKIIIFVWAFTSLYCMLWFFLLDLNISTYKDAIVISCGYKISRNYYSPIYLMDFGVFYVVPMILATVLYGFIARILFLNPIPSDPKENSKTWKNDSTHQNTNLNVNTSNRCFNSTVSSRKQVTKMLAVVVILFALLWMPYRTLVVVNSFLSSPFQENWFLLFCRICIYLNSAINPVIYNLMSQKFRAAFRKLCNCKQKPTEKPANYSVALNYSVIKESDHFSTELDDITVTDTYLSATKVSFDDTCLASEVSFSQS
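TRHR-expressing cells loaded with fluo-8 calcium dye were read kinetically (ex 480/em 530) during compound addition, then stimulated with an EC20 of TRH (10 nM final). Enhancement of the Gq-mediated intracellular calcium response was scored.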
D1 PAM: Potentiators of Human D1 Dopamine Receptor: qHTS; D(1A) dopamine receptor (Homo sapiens), P21728; HEK293 TREx D1 cells, calcium flux, dopamine EC20 potentiation; potentiation, % at 10 µM; 360,000 compounds, 0.036% hits; in the data active means potentiation above about 30%; further: 0% is about no effect
D2 agonist: HTS Assay for Allosteric Agonists of the Human D2 Dopamine Receptor: Primary Screen for Agonists. D(2) dopamine receptor (Homo sapiens), P14416. HEK293 T-REx D2 cells, calcium flux agonist mode. activation, % at 2 µM. 340,000 compounds, 0.53% hits. AID 485358, 2010;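 active means activation over 3 SD above normal in the single-dose calcium agonist read, cut at about 30% in these data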; further: 0% is about no effect
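In this primary screen, compounds producing a positive calcium signal within 180 s of addition to tetracycline-induced, force-coupled HEK293 Trex D2 cells are flagged; cells are dye-loaded with a no-wash calcium kit beforehand.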
D1 antagonist: Antagonist of Human D 1 Dopamine Receptor: qHTS; activity change, negative = inhibition, % at 10 µM; HEK293 TREx D1 cells, calcium flux, dopamine EC80; active compounds read low; D(1A) dopamine receptor (Homo sapiens), P21728; 360,000 compounds, 3.2% hits; AID 504652, 2011; in the data active means activity change below about -30%; further: on the % scale 0 is the no-effect control and ±100 the full control effect
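Antagonism measured as reduced calcium response to an EC80 dopamine addition following 180 s compound pre-read; cells were inducible HEK293 Trex D1 plated overnight at 30 C, read kinetically at 1 cycle/sec.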
TRHR ag: qHTS for Small Molecule Agonists and Allosteric Enhancers of Human TRH Receptor: Primary Screen for Agonists. TRHR cells, calcium flux fluo-8, FDSS agonist mode. Thyrotropin-releasing hormone receptor (Homo sapiens), P34981. 360,000 compounds, 0.18% hits. activation, % at 2 µM; further: 0% is about no effect
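Read-out: compound-evoked intracellular calcium rise in TRHR cells, fluo-8 dye, kinetic FDSS fluorescence at 1 s/cycle following a 10-cycle baseline. Cells cultured overnight before dye loading (30 min–1.5 h, RT).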
The depositor's hits bear a star; . = no result given; & = joins results of further samples. Unless noted, no stated cut-off is given here; in the data, active means activation above about 30%; inactive means the rest. The order is random; about 7.1% have a hit in one of these screens.

SMILES | D2 potentiator | RXFP1 antag | D1 ag | D2 antagonist | TRHR PAM | D1 PAM | D2 agonist | D1 antagonist | TRHR ag
CCOC(=O)c1nn(-c2ccc(C)c(C)c2)c(=O)c2c(N)scc12 | 6 | -10 | 1 | 5 | 6 | -2 | -0.4 | 1 | -0.2
Cc1cccc(CNC(=O)c2ccc3c(c2)c(C)c(C)n3Cc2ccccc2)c1 | -6 | -6 | 2 | . | 3 | -5 | 0.1 | -23 | -0.2
COc1ccc(Cc2nc3ccc(C(=O)NC(C)Cc4ncccc4C)cc3o2)cc1OC (stereo not drawn) | -2 | -21 | 3 | 10 | 5 | -6 | 0.4 | -5 | 1.5
O=C(COc1ccc2ccccc2c1)Nc1ccc2c3c(cccc13)CC2 | 1 | -2 | 9 | 8 | 7 | -6 | 1.7 | -8 | 0.8
C/C(=N\O)C(C)(C)Nc1ccc(Cl)cc1 | 6 | 4 | 1 | 2 | 4 | 2 | 0.5 | 2 | 0.0
Cc1ccc(C)c(S(=O)(=O)NCc2ccc(C(=O)N3CCCCCC3)cc2)c1 | 7 | -15 | 13 | 1 | -11 | -10 | 0.3 | -32* | 0.2
CC(C)[C@H](NC(=O)c1ccccc1)C(=O)OCc1nc2scc(-c3ccccc3)c2c(=O)[nH]1 | 2 | -32 | -1 | 3 | -2 | 0 | 0.9 | -9 | -0.4
O=C(COc1ccc(Cl)cc1)Nc1nnc(C2=COCCO2)o1 | 3 | -9 | -2 | -7 | -3 | -3 | -0.1 | 24 | 0.2
CCc1cccc(NC(=O)c2oc3ccc4c(c3c2C)C(=O)CC(C)(C)O4)c1 | 2 | -10 | 3 | . | -7 | 1 | -0.2 | -4 | 0.1
O=C(Nc1ccc(Oc2ccccc2)nc1)C1CCN(Cc2ccco2)CC1 | -15 | 3 | 5 | 12 | 0 | -1 | 1.3 | 8 | 0.2
COc1ccc2cc3cc(C(=O)N(C)C4CCCCC4)oc3nc2c1 | 14 | 1 | -1 | 7 | -2 | -5 | -0.6 | -1 | -0.6
O=C(CCN1C(=O)c2ccccc2C1=O)N1CCOCC1 | -7 | -3 | 4 | 7 | -10 | -6 | 0.2 | -5 | 0.0
CCc1ccc(/C=C2/Sc3ccccc3N(CC(=O)NCCCN3CCOCC3)C2=O)cc1 | 2 | -10 | 9 | -18 | 8 | -6 | -0.5 | -52* | 5.0
Cn1c(N2CCOCC2)c(C=O)c2ccccc21 | -5 | 8 | 0 | -10 | -4 | -5 | 0.7 | -6 | 0.0
COCCn1c(-c2ccccc2)nc2c(c(=O)c3ccccc3n2C)c1=O | 6 | . | 1 | -6 | 11 | 2 | -1.0 | 3 | 0.0
Cn1c(=O)n(Cc2ccco2)c(=N)c2c3c(sc21)CCC3 | 11 | -12 | 1 | 14 | 9 | -1 | 0.8 | 1 | -0.3
Cc1nc(-c2ccc(Cl)cc2)sc1C1(C)CC(c2c(Cl)cccc2Cl)=NO1 (stereo not drawn) | -4 | . | 16 | -10 | 6 | -3 | -0.1 | 0 | 0.6
c1ccc2c(c1)nc(N1CCOCC1)c1c3ccccc3[nH]c21 | 2 | 17 | 4 | . | -5 | -4 | . | -57* | -0.4
O=C(/C=C/c1ccco1)NC(=S)Nc1cc(-c2nc3ccccc3s2)ccc1Cl | 1 | 8 | 6 | 0 | 0 | -3 | -1.7 | 10 | -1.6
COc1cccc(N2CCN(C(c3ccccn3)c3nnnn3C(C)(C)C)CC2)c1 (stereo not drawn) | . | -5 | 1 | . | 2 | -6 | . | -18 | 0.3

Compound profiles, as listed above. Order of values: D2 potentiator	RXFP1 antag	D1 ag	D2 antagonist	TRHR PAM	D1 PAM	D2 agonist	D1 antagonist	TRHR ag
O=C(/C=C/c1ccco1)NC(=S)Nc1cc(-c2nc3ccccc3s2)ccc1Cl is listed with 1	8	6	0	0	-3	-1.7	10	-1.6
Cc1nc(-c2ccc(Cl)cc2)sc1C1(C)CC(c2c(Cl)cccc2Cl)=NO1 (stereo not drawn) is listed with -4	.	16	-10	6	-3	-0.1	0	0.6
COc1cccc(N2CCN(C(c3ccccn3)c3nnnn3C(C)(C)C)CC2)c1 (stereo not drawn) is listed with .	-5	1	.	2	-6	.	-18	0.3
c1ccc2c(c1)nc(N1CCOCC1)c1c3ccccc3[nH]c21 is listed with 2	17	4	.	-5	-4	.	-57*	-0.4

The list continues.
SMILES | D2 potentiator | RXFP1 antag | D1 ag | D2 antagonist | TRHR PAM | D1 PAM | D2 agonist | D1 antagonist | TRHR ag
CCc1cc2c(=O)c(-c3ccc(F)cc3)c(C(F)(F)F)oc2cc1OCC(=O)O | 8 | . | 3 | -12 | -1 | 3 | 0.8 | 14 | 0.5
CCCC(=O)Nc1c(C(=O)N2CCN(c3ccccc3)CC2)oc2ccccc12 | 1 | -18 | -1 | . | -3 | 0 | 2.0 | -3 | -0.3
CNc1cc([N+](=O)[O-])ccc1N/C=C/C(=O)c1cccs1 | -8 | -4 | 0 | -5 | 1 | 12 | -0.3 | -3 | -0.4
CCOC(=O)N1CCN(C(=O)C2CC(c3ccccc3OC)=NO2)CC1 (stereo not drawn) | -1 | 7 | 0 | -3 | 4 | 11 | -0.1 | 0 | 0.2
CC(=O)c1c(C)[nH]c(C(=O)Nc2ccc(C)c(S(=O)(=O)Nc3ccc(C)cc3C)c2)c1C | 1 | -12 | 5 | 27 | -3 | -3 | 0.0 | -3 | 1.0
CC(C)COc1ccc(C(=O)OCCN2CCOCC2)cc1 | -1 | -4 | 6 | 0 | 4 | 2 | -0.7 | -3 | 0.2
Cc1ccc(NC(=O)COC(=O)C2CCN(c3ccc(C(F)(F)F)cn3)CC2)cc1 | -21 | 0 | 28 | 10 | -2 | . | -0.1 | 4 | 0.8
COc1cccc(C(=O)N2C(C(=O)O)CSC2c2ccccc2Cl)c1 (stereo not drawn) | 3 | -27 | 1 | -11 | 1 | -7 | -3.0 | -19 | 0.1
CCOC(=O)c1sc2nc(C)n(N)c(=O)c2c1C | 13 | -2 | 2 | -8 | 0 | -5 | 0.0 | -5 | 0.1
COC(=O)c1ccc(CN2CCCC(CCC(=O)NCc3ccc(C)o3)C2)cc1 (stereo not drawn) | -12 | -15 | -1 | -5 | -1 | -1 | 0.1 | -1 | 0.3
O=C(NCC(=O)N(c1cccc(F)c1)C(C(=O)NC1CCCC1)c1ccncc1)c1ccco1 (stereo not drawn) | 12 | -3 | 0 | -7 | 5 | -2 | 0.4 | -5 | 1.1
Cc1ccc(C)c(C(=O)c2c(C)nc3sccn23)c1 | 5 | -8 | 0 | -13 | 0 | -4 | -0.7 | -19 | -1.3
CCC1C(=O)N=C(SCC(=O)Nc2ccc(S(N)(=O)=O)cc2)NC1=O (stereo not drawn) | -7 | 17 | 2 | 0 | 0 | -5 | 0.9 | -14 | 0.6
Cn1cnc2cc(NCc3ccc(Cl)cc3)ccc21 | 6 | 3 | 8 | -6 | 0 | 4 | -0.8 | -5 | -0.5
CC(C)(C)NC(=O)c1ccc2c(c1)N(CC(=O)N1CCCCC1)C(=O)C(C)(C)O2 | 1 | 4 | 4 | -27 | 20 | -2 | 0.2 | -15 | -0.2
COc1ccc(-c2ccnc3[nH]n(-c4ccccc4)c(=O)c23)cc1 | -1&4 | -8 | 4&2 | 13 | -2&-2 | -4&-2 | -0.5&-0.5 | -4&7 | 0.4&1.0
COc1cc(CNC(C)C23CC4CC(CC(C4)C2)C3)ccc1OCC(=O)NC(C)(C)C (stereo not drawn) | 6 | -12 | 37* | 22 | -16 | 0 | 9.9 | 2 | 43*
N#Cc1c(NC(=O)c2cc(-n3cnnc3)ccc2Cl)sc2c1CCCC2 | 1 | -16 | 1 | -4 | 0 | -1 | 2.4 | -25 | -0.2
COCCn1c(=S)[nH]c2cc(C(=O)NCCCN3CCOCC3)ccc2c1=O | 12 | 0 | 1 | -6 | -2 | -3 | 0.6 | 5 | 0.9
CCCc1cc(=O)[nH]c(SCC(=O)NN(c2ccccc2)c2ccccc2)n1 | 12 | 3 | -4 | -19 | -6 | -2 | -1.4 | 6 | -1.7
COC(=O)CCC(=O)NNC(=O)C1CC1(c1ccccc1)c1ccccc1 (stereo not drawn) | -4 | 10 | 5 | -2 | -4 | -2 | 0.3 | 3 | -0.4
CCc1nc(NCCO)c(C#N)c2c1CSC(C)(C)C2 | 3 | 3 | 2 | 8 | 6 | 8 | -1.7 | 10 | -0.7
Cc1cc(N/N=C/c2ccc(N(C)C)cc2)nc(NCc2ccccc2)n1 | 10 | 4 | 5 | -2 | 2 | -1 | -1.5 | 5 | -0.4
Cc1c(C(=O)Nc2ccc(C(=O)O)cc2)nnn1-c1ccccc1 | -2 | -24 | 1 | . | -4 | -6 | 0.4 | 2 | 0.4
O=C(CSc1ccccn1)NC1CCCC1 | 4 | . | -1 | -12 | -8 | 2 | 0.3 | 2 | -0.2
Cn1c(C(O)C(O)c2ccccc2)nc2ccccc21 (stereo not drawn) | -3 | -7 | 1 | -7 | 2 | -3 | 0.7 | -1 | 0.0
CN(C)C(=O)c1ccc(NC(=O)COC(=O)C2CCN(S(=O)(=O)c3ccc4c(c3)OCCO4)CC2)cc1 | 9 | 9 | 7 | -7 | 7 | -1 | -0.1 | -2 | 0.2
CCOC(=O)c1[nH]c(C)c(CN(CCc2ccc(OC)c(OC)c2)C(=O)CCCC(=O)O)c1C | -5 | 1 | 2 | -24 | -7 | -3 | 0.2 | 6 | 1.5
O=C(Nc1ccccc1)/C(=C/c1cccnc1)NC(=O)c1ccccc1 | -6 | -2 | 5 | 20 | -2 | -4 | 0.8 | -3 | 0.2
Cc1ccc2sc(N(Cc3cccnc3)C(=O)Cc3ccccc3)nc2c1C | -3 | -14 | 23 | . | 2 | 5 | . | . | 1.2
COc1cccc(/C=N/Nc2ncccc2[N+](=O)[O-])c1OC | 0 | 11 | 1 | 2 | -2 | 9 | -0.1 | -1 | -2.2
O=C(NC1CCCCC1)C(=O)N(Cc1cccnc1)C(C(=O)NCc1ccco1)c1ccccc1 (stereo not drawn) | -4 | . | 1 | -10 | 3 | -1 | -1.4 | -35* | -0.1
